# 14-3-3 PPI = alters human 14-3-3 gamma binding to Raf peptide; P61981; FP, 14-3-3gamma / TMR-pS259-Raf peptide binding; inhibition, % at 40 µM; 160,000 tested, 0.19% active; in the data active = inhibition above about 30%;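 note: 0% = protein plus tracer without compound and 100% = blank with tracer alone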
# Target sequence (P61981 whole entry, looked up): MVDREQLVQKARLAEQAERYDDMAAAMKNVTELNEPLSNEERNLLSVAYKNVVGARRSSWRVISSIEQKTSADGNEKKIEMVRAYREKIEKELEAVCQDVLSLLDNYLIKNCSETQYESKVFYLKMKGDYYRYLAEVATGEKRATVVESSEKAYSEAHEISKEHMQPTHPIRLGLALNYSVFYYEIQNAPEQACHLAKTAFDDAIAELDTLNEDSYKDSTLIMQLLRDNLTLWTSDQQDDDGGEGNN
# * marks the source's active call; other numbers are inactive results; & = joins results of further samples. These rows are one share of the data; count on the stated rates, not on these rows.
SMILES,14-3-3 PPI
COc1ccc(Cl)cc1N1C(=O)CSC1c1ccccn1 (stereo not drawn),6
CCCOC(=O)c1cc(-c2ccc(OC)cc2)nc2ccc(C)cc12,-1
CCc1ccc(OC(=O)c2cccnc2)cc1,-3
Cc1c(-c2ccccc2)nc(N)c(C#N)c1-c1ccco1,-2
CC(=O)c1ccc(NC(=O)C2CC(=O)N(c3ccc(C)cc3)C2)cc1 (stereo not drawn),-2
Cc1ccc(OCC(=O)O)c(-n2nc3ccccc3n2)c1,-1
Cc1ccc(-c2nnc3c4ccccc4c(C)nn23)cc1S(=O)(=O)N1CCN(CCO)CC1,-11
O=C(Cn1c(SCc2ccccc2)nc2ccccc21)N1CCCCC1,12
CCCOn1c(OCC(C)C)nc2ccccc2c1=O,10
CCC1OC(c2ccc([N+](=O)[O-])cc2)=Nc2ccccc21 (stereo not drawn),-4
CC1CCCCN1CCNC(=O)c1ccc2c(=O)n(CCc3ccccc3)c(=O)[nH]c2c1 (stereo not drawn),-10
CCOC(=O)c1c(Cl)nc(Cl)c(Cl)c1Nc1cccc(C)c1,3
Cc1ccc(N2C(=O)N(c3ccccc3C)C3CS(=O)(=O)CC32)cc1 (stereo not drawn),-4
O=C(Nc1ccccc1Sc1ncnc2sc3c(c12)CCCC3)c1cccs1,-5
O=C(CSc1ncnc2nc[nH]c12)N1CCN(c2ccccc2)CC1,-2
CCOC(=O)c1sc2nc3c(c(-c4cccs4)c2c1N)CCC3,-1
Oc1ccc2ccccc2c1CNc1ccccn1,0
O=C(CCn1c(SCc2cccc(F)c2)nc2cc3c(cc2c1=O)OCO3)NCc1ccc2c(c1)OCO2,-4
CCOC(=O)C1CCCN(C(=O)CN(c2ccc(OC)cc2)S(=O)(=O)c2c(C)noc2C)C1 (stereo not drawn),-5
CCc1ccccc1N(CC(=O)N1CCN(c2ccccc2F)CC1)S(C)(=O)=O,-5
O=C(c1c[nH]c2ccc(S(=O)(=O)Nc3ccccc3F)cc2c1=O)N1CCc2ccccc2C1,-8
COc1ccc(-n2nc(C(=O)NCC(=O)N3CCN(C)CC3)c3ccccc3c2=O)cc1OC,-9
Cn1c(=O)cc(OCC(=O)NCCCN2CCN(c3ccccc3F)CC2)c2ccccc21,-2
CC(C)(C)C1CCc2c(sc3c2C(=O)NC(c2ccc(O)cc2O)N3)C1 (stereo not drawn),-6
COc1ccc2[nH]cc(CCNC(=O)c3cccnc3)c2c1,-10
# Next compounds follow:
SMILES,14-3-3 PPI
O=C1CC(Nc2ccc(F)cc2)C(=O)N1c1ccccc1 (stereo not drawn),-1
Cc1c(C(=O)NCc2ccco2)sc2ncn(CC(=O)N3CCCCC3C)c(=O)c12 (stereo not drawn),-6
CC1(C)Cc2ccccc2-c2nc(NCCO)n(-c3ccccc3)c(=O)c21,0
Cc1cc(C)cc(CC2CC(=O)N(c3cc(C)on3)C2=O)c1 (stereo not drawn),-6
O=[N+]([O-])c1ccccc1S(=O)(=O)N1CCN(S(=O)(=O)c2ccc(F)cc2)CC1,-7
CCCCn1c(Cc2ccccc2)n[nH]c1=S,-9
CCOc1ccc(C(=O)OCC(=O)Nc2nc(OC)cc(OC)n2)cc1OCC,2
COc1ccc(C2C(C(=O)NC3CCCCC3)CCC(=O)N2c2ccc3c(c2)OCO3)cc1 (stereo not drawn),-6
CCOC(=O)CC(=O)Nc1sc2c(c1C(=O)OC)CCCC2,0
CCC1CCCCN1Cc1nc2c(c(=O)n(C)c(=O)n2C)n1CC(C)C (stereo not drawn),-4&-1
CCOC(=O)C1CCN(C(=O)CN(c2ccc3c(c2)OCO3)S(C)(=O)=O)CC1,-2
CCc1ccc2oc(-c3cccc(NC(=O)c4cccc(Br)c4)c3)nc2c1,-119
COc1ccc(C(CNC(=O)c2ccc(OCC3CCCO3)cc2)N2CCOCC2)cc1 (stereo not drawn),-13
COc1ccc(OC)c2[nH]c(=O)c(CCNC(=O)C3c4ccccc4Oc4ccccc43)cc12,-6
Cc1ccccc1OCC(O)CN1C(=O)NC(C)(C)C1=O (stereo not drawn),-10
O=C(NCc1ccc2c(c1)OCO2)c1ccc(-n2cnnn2)cc1,-5
Cc1ccc(-c2cc(C(=O)N3CCN(c4ccccc4)CC3)c3ccccc3n2)cc1C,5
c1ccc([C@H]2CN3CCSC3=N2)cc1,-3
CCCc1oc2c(cc(NS(=O)(=O)c3ccc(OC)cc3)c3ccccc32)c1C(=O)OCC,-17
CCCc1ccc(Oc2c(C)oc3cc(OCC)ccc3c2=O)cc1,1
Cc1ccc(C)c(Cn2c(=O)n(CCCC(=O)NCc3ccco3)c(=O)c3sccc32)c1,-4
COc1ccc(-c2nc3ccccc3o2)cc1NC(C)=O,-32
CCC(C)Sc1nc2c(c(=O)[nH]c(=O)n2C)n1C (stereo not drawn),-2
Cc1ccccc1Cc1c(C)nc2nc(SCC(=O)N3CCC(C)CC3)nn2c1C,-10
CC1CCCCC1NS(=O)(=O)c1ccc2c(c1)n(C)c(=O)c(=O)n2C (stereo not drawn),0

# Part of the list above, tab-delimited:
SMILES	14-3-3 PPI
CC1CCCCN1CCNC(=O)c1ccc2c(=O)n(CCc3ccccc3)c(=O)[nH]c2c1 (stereo not drawn)	-10
CCOC(=O)c1c(Cl)nc(Cl)c(Cl)c1Nc1cccc(C)c1	3
Cc1ccc(N2C(=O)N(c3ccccc3C)C3CS(=O)(=O)CC32)cc1 (stereo not drawn)	-4
O=C(Nc1ccccc1Sc1ncnc2sc3c(c12)CCCC3)c1cccs1	-5
O=C(CSc1ncnc2nc[nH]c12)N1CCN(c2ccccc2)CC1	-2

# Later entries.
SMILES,14-3-3 PPI
Cc1c(NC(=O)c2ccccc2I)cccc1-c1nc2ncccc2o1,-6
COc1ccccc1NC(=O)C1=C(C)NC2=C(C(=O)CCC2)C1c1ccc2c(c1)OCO2 (stereo not drawn),-12
Cc1ccc(NC(=O)CCCn2nc([N+](=O)[O-])c(Cl)c2C)cc1,-9
O=C(O)CCC(=O)c1c[nH]c2ccccc12,-5
CS(=O)(=O)N1CCN(c2ccc([N+](=O)[O-])c(NCc3ccc(Cl)cc3)c2)CC1,-3
CCN(CC)CCNC(=O)c1sc2nc(-c3ccccc3)cn2c1C,-6
CCOC(=O)c1cc2occc2n1CC(=O)N1CCCc2ccccc21,-7
CCOC(=O)c1cnc2c(C)c(Cl)ccc2c1Nc1cccc(C(F)(F)F)c1,-5
CCC(C)Sc1oc(-c2ccco2)nc1S(=O)(=O)c1ccc(F)cc1 (stereo not drawn),-82
CCOC(=O)CCc1cccc2c1CCC2=O,-1
O=C(NC12CC3CC(CC(C3)C1)C2)c1ccc(-n2c(=S)[nH]c3ccccc3c2=O)cc1,6
CCOC(=O)CSc1nc2ccc(N)cc2s1,-20
CC1=CC(C)C(c2ccccc2)NC1c1ccccc1 (stereo not drawn),-12
O=S(=O)(Nc1cccc(-c2cn3ccsc3n2)c1)c1ccc(Cl)cc1,-19
CCN(CC)S(=O)(=O)c1ccc2oc(C(=O)O)c(C)c2c1,-3&1
COc1cccc(CC(=O)Nc2ccc3nc(N4CCC(C)CC4)cc(C)c3c2)c1,-7
COc1ccc(-c2nc(CS(=O)CC(=O)NCc3cccnc3)c(C)o2)cc1OC (stereo not drawn),-5
COc1ccc(C)c2sc(=NC(=O)C(C)C)n(C)c12,0
CC1CCN(S(=O)(=O)c2ccc3nc(-c4cccs4)cc(C(=O)NCc4ccccc4)c3c2)CC1,-3
CCOc1c(Br)cc(C2Oc3ccccc3C3CC(c4cccs4)=NN32)cc1OC (stereo not drawn),-34
COCCCNC(=O)C1CCN(S(=O)(=O)N2CCC(C)CC2)CC1,-5
Cc1cc(C)c(S(=O)(=O)Nc2ccc3oc(C)c(C(=O)OCc4ccccc4)c3c2)cc1C,-2
Cn1c(=O)cc(OCC(=O)NCCCN2CCN(Cc3ccccc3)CC2)c2ccccc21,3
CC1(C)CC(=O)C2=C(C1)c1c(ccc3ccccc13)NC2c1ccc(Br)c([N+](=O)[O-])c1 (stereo not drawn),0
Cc1ccc2cc3cc(C(=O)NCCC(C)C)sc3nc2c1,-5

# Overlap with the part before: 2 entries; new compounds follow.
SMILES,14-3-3 PPI
CC1(C)CC(=O)C2=C(C1)c1c(ccc3ccccc13)NC2c1ccc(Br)c([N+](=O)[O-])c1 (stereo not drawn),0
Cc1ccc2cc3cc(C(=O)NCCC(C)C)sc3nc2c1,-5
Cc1ccc(NC(=O)C2c3ccccc3C(=O)N3CCc4ccccc4C23)cc1F (stereo not drawn),-3
CCCCOc1ccc(C(=O)Nc2ccccc2-c2nc3ccccc3[nH]2)cc1,7
Cc1cccc(N2CCN(C(=O)CSCc3c(C)noc3C)CC2)c1C,-4
CC1CCCC(NC(=O)c2cc(=O)n(Cc3ccc(Cl)cc3)c3ccccc23)C1C (stereo not drawn),-12
COc1cccc(NC(=O)CCN2CCCC2)c1,-13
COc1cccc(NC(=O)C(Cc2ccccc2)NS(=O)(=O)c2cccs2)c1 (stereo not drawn),-9
CCOC(=O)C1CCC(CN(Cc2cccc(Br)c2)S(=O)(=O)c2ccc3c(c2)OCCO3)CC1 (stereo not drawn),-3
Cc1ccccc1C(=O)Oc1c(S(=O)(=O)c2ccccc2)c(C)nn1C(C)(C)C,-2
COCCN1C(=O)c2ccccc2C(C(=O)NC2CCCc3ccccc32)C1c1c[nH]c2ccccc12 (stereo not drawn),-17
O=c1oc2ccc([N+](=O)[O-])cc2c(O)c1[N+](=O)[O-],25
O=C(c1cccc([N+](=O)[O-])c1)N1CCc2ccccc21,-8
Cc1nnc(SCC(=O)Nc2nc(-c3ccccc3)ns2)s1,-7
COc1ccc(C2CC(=O)C3=C(C2)Nc2ncnn2C3c2ccccc2)cc1 (stereo not drawn),5
Cc1ccc2c(c1)N(CC(=O)N1CCN(C)CC1)C(=O)CO2,8
COc1ccc(N2CCN(CC(O)COc3ccc(C)c(C)c3)CC2)cc1 (stereo not drawn),-1
CCn1c(CNC(=O)c2ccc(OC)c(OC)c2)nnc1SCC(=O)Nc1ccccc1,-6
CCN(CC)c1nc(-c2ccc([N+](=O)[O-])cc2)nc2ccccc12,0
COc1ccc(CNS(=O)(=O)c2c(C)noc2C)cc1,-6
O=C1OC(Nc2ccccc2Br)c2ccccc21 (stereo not drawn),-2
O=c1c2c3c(sc2n(Cc2cc(=O)n4ccccc4n2)c(=O)n1-c1ccccc1)CCCC3,-28
COc1ccc(C2CC(=O)n3nc(-c4ccc(F)cc4)nc3S2)cc1OC (stereo not drawn),0
Cc1ccc(-c2ccc(=O)n(CCC(=O)NCc3ccccn3)n2)cc1,-1&-31
CC(=O)Nc1cnc(NC(=O)c2cccc(F)c2)cc1C,-8
O=C(CSc1nnc(-c2ccc(Cl)cc2)o1)N1CCCC1,1
CCCNC(=O)c1nn2c(c1Br)NC(c1cccs1)CC2C(F)(F)F (stereo not drawn),-8
# Next section.
SMILES,14-3-3 PPI
COc1cc(NC(=O)C2CCN(S(=O)(=O)c3cccnc3)CC2)cc(OC)c1OC,1
Cc1cc(C)n2nc(SCCC(=O)NC3CCCCC3)nc2n1,-75
O=C(Nc1cccc(F)c1)c1ccc(Br)o1,3
O=C(Nc1c2c(nn1-c1ccccc1)CSC2)c1ccc(S(=O)(=O)N2CCCCC2)cc1,-3
COc1cccc(C(=O)CSc2nnc(CNc3nc(-c4ccccc4)cs3)n2C)c1,-9
CC(=O)c1cccc(NS(=O)(=O)c2cccc(C(=O)Nc3cccc(C(=O)O)c3)c2)c1,-15
CCN(CC)c1ccc(NC(=O)c2c(OC)cccc2OC)c(C)c1,-6
Cc1ccc(-n2c(=O)c3sccc3n(CC(=O)NCc3ccccc3Cl)c2=O)cc1F,-6
COc1cccc(C2CC(c3c(F)cccc3Cl)n3nc(N)nc3N2)c1 (stereo not drawn),0
COc1ccc(Br)cc1C1C(C(=O)Nc2ccc(C)cc2C)=C(C)Nc2ncnn21 (stereo not drawn),-4
CCOc1ccc2nc(SCC(=O)c3ccc(OC)cc3)sc2c1,0
COc1ccc(OCCC(=O)N2CCCCC2)cc1,10
COc1ccc(-c2cc(C(F)(F)F)n3ncc(C(=O)O)c3n2)cc1OC,-4&5
Cc1ccc2c(c1)CN1CN2Cc2cc(C)ccc21,0
Cc1ccc(-c2nn3c(-c4cccc(Cl)c4)nnc3s2)cc1,-1
CC1(CN2C(=O)NC(c3ccccc3)(c3ccccc3)C2=O)CC1(Cl)Cl (stereo not drawn),-2
OCCNc1nc(-c2ccccc2)c2cc(Cl)ccc2n1,-7
CCOc1ccc2nc(NCCNC(=O)C(C)C)c(C)cc2c1,2
CC(=O)N1N=C(c2ccncc2)OC12CCCCCC2,-5
Cc1ccc(C2CC(C(F)(F)F)n3nc(C(=O)Nc4ccc(Cl)c(C(F)(F)F)c4)cc3N2)cc1 (stereo not drawn),-5
CCOC(=O)c1[nH]c2ccc(OCC)cc2c1NC(=O)CN1CCN(c2ccccn2)CC1,-10
Cn1c(SCC(=O)Nc2ccccc2)nc2c([nH]c3ccccc32)c1=O,-5

# Seven entries picked at random from those above, as already listed:
SMILES,14-3-3 PPI
COc1cccc(C2CC(c3c(F)cccc3Cl)n3nc(N)nc3N2)c1 (stereo not drawn),0
COc1ccc(-c2cc(C(F)(F)F)n3ncc(C(=O)O)c3n2)cc1OC,-4&5
COc1cc(NC(=O)C2CCN(S(=O)(=O)c3cccnc3)CC2)cc(OC)c1OC,1
CCOC(=O)c1[nH]c2ccc(OCC)cc2c1NC(=O)CN1CCN(c2ccccn2)CC1,-10
CCOc1ccc2nc(NCCNC(=O)C(C)C)c(C)cc2c1,2
COc1ccc(OCCC(=O)N2CCCCC2)cc1,10
Cc1ccc2c(c1)CN1CN2Cc2cc(C)ccc21,0

# Quoted from the entries so far, 4 compounds:
SMILES,14-3-3 PPI
COc1cc(NC(=O)C2CCN(S(=O)(=O)c3cccnc3)CC2)cc(OC)c1OC,1
Cc1cc(C)n2nc(SCCC(=O)NC3CCCCC3)nc2n1,-75
O=C(Nc1cccc(F)c1)c1ccc(Br)o1,3
O=C(Nc1c2c(nn1-c1ccccc1)CSC2)c1ccc(S(=O)(=O)N2CCCCC2)cc1,-3
